Myeloid diff 2 – myeloid differentiation induction; ER-HoxA9 myeloid progenitors, lysozyme-GFP differentiation, flow cytometry; calls only at 10 µM; 360,000 tested, 1% active; AID 624256;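 active means normalized GFP-positive differentiation at or above the plate's own cutoff, the solvent-only control mean plus 3 SD; inconclusive means no clear call, values can overlap the other calls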;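 further: cells exposed to compound for four days before flow analysis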
Myeloid diff 2 GFP+ MAC1+ % – recorded beside Myeloid diff 2, whose call it bears; GFP+ MAC1+ double positive, %; measured here: differentiation confirmed by MAC1 staining
An asterisk follows results filed as active; i = inactive; u = inconclusive; x = no result given; + = active, no number. A portion of the library. The share of hits here may be higher or lower than overall.

SMILES	Myeloid diff 2	Myeloid diff 2 GFP+ MAC1+ %
CCOC(=O)c1ccc(-c2ccc3ncnc(N(C)Cc4sccc4C)c3c2)o1	i	2.0
CCOC(=O)C1(CCOc2ccccc2)CCN(Cc2cccc(OC)c2)CC1	+	5.7*
CNC[C@H]1Oc2c(NS(=O)(=O)c3cccs3)cccc2C(=O)N([C@H](C)CO)C[C@@H]1C	i	1.3
O=C1OC(=O)c2c(Br)c(Br)c(Br)c(Br)c21	i	2.1
CCN(C[C@H]1N[C@@](CC)(C(=O)OC)[C@H]2C(=O)N(Cc3ccccc3)C(=O)[C@@H]12)S(=O)(=O)c1ccccc1	i	2.4
CCC(=N\NC(=O)COc1ccccc1OC)/C(CC)=N/NC(=O)COc1ccccc1OC	i	1.0
COc1ccccc1Cc1c(-c2ccc(OC)c(OC)c2)nc2c3ccccc3ccn12	i	0.4
N#Cc1ccc(-c2nc3ccc(Cl)cn3c2Cc2cccc(Cl)c2)cc1	i	0.1
NC(=O)C1CCN(C(=O)c2ccc(OCC(=O)Nc3cccc(C(F)(F)F)c3)cc2)CC1	i	1.6
COc1cccc(OCC(O)CN2CCN(C(c3ccccc3)c3ccccc3)CC2)c1 (stereo not given)	i	0.7
C[C@@H](NC(=O)c1ncn(C)c1C(=O)N[C@H](C)c1ccccc1)c1ccccc1	i	1.0
O=c1[nH]c2cc(O)ccc2c2ccccc12	i	1.4
CCOC(=O)C1=C(COC(=O)c2sccc2C)NC(=O)NC1C (stereo not given)	i	0.8
O=S(=O)(NCC1CN(S(=O)(=O)c2c(F)cccc2F)C1)c1ccc2c(c1)OCCO2	i	1.8
CN(C(=O)COC(=O)CCC(=O)c1ccc(F)cc1)C1CCCCC1	i	1.2

Next section; the last 4 above are carried over.
SMILES	Myeloid diff 2	Myeloid diff 2 GFP+ MAC1+ %
O=c1[nH]c2cc(O)ccc2c2ccccc12	i	1.4
CCOC(=O)C1=C(COC(=O)c2sccc2C)NC(=O)NC1C (stereo not given)	i	0.8
O=S(=O)(NCC1CN(S(=O)(=O)c2c(F)cccc2F)C1)c1ccc2c(c1)OCCO2	i	1.8
CN(C(=O)COC(=O)CCC(=O)c1ccc(F)cc1)C1CCCCC1	i	1.2
COc1cc2ccc(=O)oc2cc1O	i	2.6
CC(=O)Nc1cccc(-c2ccnc3c2CC(C)(C(=O)NCc2ccc(N(C)C)cc2)O3)c1 (stereo not given)	+	3.4*
CN1CCN(c2ccc(Cl)cc2NC(=O)c2cc(=O)[nH]c3ccccc23)CC1	i	0.3
O=S(=O)(c1cccc(Br)c1)N1CCN(C(=S)NCC2CCCO2)CC1 (stereo not given)	i	0.5
Oc1ccc(/C=N/Nc2cc(N3CCOCC3)nc(N3CCOCC3)n2)cc1	i	16
CC(Sc1nnc(-c2ccccc2F)n1N)C(=O)NCC1CCCO1 (stereo not given)	i	0.5
CCCc1cc(=O)[nH]c2nnc(SCC(=O)NCc3ccc4c(c3)OCO4)n12	i	0.6
COC(=O)C1=C(C)N(Cc2ccccc2)C(=NCC2CC2)N[C@H]1c1ccccc1	i	0.6
Cc1nc2ccc(C(=O)OCC(=O)N(C)c3ccccc3)cc2nc1C	i	0.7
COc1ccc(NC(=O)c2cnc3ccccn3c2=O)c(OC)c1	i	2.6
CCCNC(=O)C1CN(C(=O)c2nn(Cc3ccccc3)c(=O)c3ccccc23)c2ccccc2O1 (stereo not given)	i	0.9
CCc1ccc2cc(C)cc(C)c2n1	i	0.5
CCN(CC)C(=O)c1ccc2nc([C@@H]3O[C@H](CO)[C@H](O)[C@H](O)[C@H]3O)[nH]c2c1	i	0.1
Cc1ccc(CNC(=O)C2(C)CCN2C(=O)Cc2ccc(C(C)(C)C)cc2)cc1 (stereo not given)	i	1.7
O=C(NCCc1ccccc1F)c1[nH]c(C(F)(F)F)nc1-c1ccccc1	i	1.8
CC(=O)Nc1ccc(S(=O)(=O)N(C)CC(=O)Nc2cccc(S(=O)(=O)N3CCCC3)c2)cc1	i	0.8
CC1C(=O)N(Cc2cn(CCC3OCCCO3)nn2)CCS(=O)(=O)N1Cc1ccc(-c2cccc(CO)c2)cc1 (stereo not given)	i	0.5
CCCCC[C@@H](C)N1C[C@@H](COCc2ccccc2)Oc2cc(N3CCC[C@@H]3COC)ccc2S1(=O)=O	i	0.8
OCC(O)C1OC(Oc2ccccc2)C(O)C(O)C1O (stereo not given)	i	0.9
Cc1cccc(C)c1NC(=O)CNC(=O)CCCN1C(=O)c2cccc3cccc(c23)C1=O	i	0.5
O=C(C[C@H]1C[C@H](C(=O)N2CCCCC2)[C@@]2(CCc3ccccc3)c3[nH]c4cc(-c5ccco5)ccc4c3CCN2C1=O)NCc1ccco1	i	1.5
COc1ccc(-c2sc(Nc3cccc4ccccc34)n[n+]2C)c(C)c1C	i	0.7
Cc1cnc(=O)[nH]c1SCC(=O)Nc1nccs1	i	0.8
CN(C(=O)c1ccccc1C(=O)OCC(=O)Nc1ccccc1)c1ccccc1	i	0.4
CC(=O)Oc1cc(C(=O)OCC(=O)N2CCc3ccccc3C2)cc(OC(C)=O)c1OC(C)=O	i	0.6
O=C(c1cc2ccccc2o1)N(Cc1ccco1)Cc1cccs1	i	1.3
Cc1ccc(NC(=O)COC(=O)CCC2CCCC2)c(Br)c1	i	0.2
CC(OC(=O)CC1CCCCC1)C(=O)Nc1cccc(C#N)c1 (stereo not given)	i	1.1
CC(=O)Nc1ccc(C=C(C#N)c2ccc(C)cc2)cc1	i	1.2
COc1ccc(-c2cc(C(=O)N3CCCC(C(F)(F)F)C3)c3ccccc3n2)cc1OC (stereo not given)	i	0.5
O=C(COC(=O)c1ccc(Cl)nc1)NC1CCCc2ccccc21 (stereo not given)	i	0.3
COc1ccccc1CNC(=O)CCN=C1NS(=O)(=O)c2ccccc21	i	0.8
CCc1noc(C)c1C(=O)OCC(=O)NC(C)c1ccccc1 (stereo not given)	i	0.5
Cc1c(NC(=O)c2noc3c2CCc2ccccc2-3)c(=O)n(-c2ccccc2)n1C	i	3.1
COc1ccccc1C(=O)COC(=O)Cc1n[nH]c(=O)c2ccccc12	i	0.4
N#CCCN(Cc1cccnc1)S(=O)(=O)c1ccc2ccccc2c1	i	0.5
CC(NC(=O)CN(C)S(=O)(=O)c1ccc(F)cc1)C1CC2CCC1C2 (stereo not given)	i	1.5
C[C@H](CO)N1C[C@H](C)[C@@H](CN(C)S(=O)(=O)c2cn(C)cn2)Oc2ccc(NC(=O)Nc3ccccc3)cc2C1=O	i	1.9
O=C(NC1CCCC1)C(c1ccccc1)n1c(-c2ccc3c(c2)CCO3)nc2ccccc21 (stereo not given)	i	3.3
CCOc1ccc(NC(=O)Cn2nnc(-c3ccc(C(N)=O)cc3)n2)cc1S(=O)(=O)N1CCCC1	i	1.6
CN(CC(=O)Nc1ccc(Cl)c(C(F)(F)F)c1)C(=O)C1CCN(C(=O)c2ccc(Cl)cc2)CC1	i	0.1
CCN(c1ccc(NC(=O)CSc2ccc3c(c2)OCCO3)cc1)C(C)C	i	0.9
COC(=O)[C@@]12C[C@@H](CC(=O)N3CCC(c4ccccc4)CC3)C(=O)N(Cc3ccc4c(c3)OCO4)C1=CCC(C)(C)C2	i	3.9
N=c1c(C(=O)NCc2ccco2)cc2c(=O)n3ccccc3nc2n1CC1CCCO1 (stereo not given)	i	0.6
NS(=O)(=O)c1ccc(Cl)c(S(N)(=O)=O)c1	i	0.9
CC(C)(C)c1ccc(S(=O)(=O)NC(=O)C2(C)CCN2C(=O)C2(c3ccc(Cl)cc3)CC2)cc1 (stereo not given)	i	0.8
O=C(CS(=O)(=O)c1ccc(Cl)cc1)Nc1nccs1	i	0.3
COCCN(C(=O)c1ccc(N2C(=O)c3ccccc3C2=O)cc1)c1c(N)n(CC(C)C)c(=O)[nH]c1=O	i	0.8
CC(=O)Nc1cncc(-c2cccc(C(=O)NCCN(C)C)c2)n1	i	1.4
CSc1ncnc2c1ncn2CCCN[C@H](C)c1cccc2ccccc12	i	0.9
O=C(CCC1CCCC1)NNC(=O)c1ccccc1O	i	0.5
O=C(COC(=O)c1cccnc1Cl)NCCc1ccc(F)cc1	i	2.5
CS(=O)(=O)Nc1ccc(Br)cc1	i	3.1
O=C(c1cc(Cl)cc(Cl)c1)N1CCC(=O)N([C@H](COCc2ccccc2)Cc2ccccc2)CC1	i	1.1
CN(C)c1ccc(C=Cc2cnccn2)cc1	i	0.7
C[C@H](CO)N1C[C@H](C)[C@@H](CN(C)Cc2ccccc2)Oc2ccc(NC(=O)CCCCCC(=O)Nc3ccccc3N)cc2C1=O	i	0.7
O=C1NC(=O)N(Cc2ccccc2)CC1Br (stereo not given)	i	0.9
Cc1onc(-c2c(F)cccc2Cl)c1C(=O)OCc1nnc(-c2ccccc2)o1	i	0.9
Cc1noc(C)c1NC(=O)Nc1cccc2c1O[C@H](CN(C)C(=O)Nc1ccc(C(F)(F)F)cc1)[C@@H](C)CN([C@H](C)CO)C2=O	i	0.9
OCCNc1nc(Nc2ccccc2Oc2ccccc2)nc(N2CCCC2)n1	i	2.0

Next entries.
SMILES	Myeloid diff 2	Myeloid diff 2 GFP+ MAC1+ %
O=C(Nc1cc(S(=O)(=O)N2CCOCC2)ccc1N1CCOCC1)c1c(F)cccc1Cl	i	0.9
COc1ccc2c(c1)C(c1ccccc1)NC(=O)C2 (stereo not given)	i	1.9
Cc1ccc(S(=O)(=O)N2C[C@H]3n4c(=O)ccc(=O)n4C[C@H](OC(=O)NCc4ccccc4F)[C@@]3(O)C2)cc1	i	0.4
O=C(Cn1cnc2c(OCc3ccccc3)ncnc21)NCCCN1CCCC1=O	i	0.2
CCCN(C(=O)CSCc1ccccc1C)c1c(N)n(Cc2ccccc2)c(=O)[nH]c1=O	i	0.5
Cc1ccc([C@H]2C[C@@H](n3cc(C4CC4)nn3)[C@H](O)CN2Cc2cccs2)cc1	i	1.3
Cc1ccc(S(=O)(=O)/N=C2\C=C(NS(=O)(=O)c3ccccc3)C(=O)c3ccccc32)cc1	i	0.7
Nc1ccc2c(c1)C(=Cc1cccnc1)c1ccccc1-2	i	0.6
c1ccc(CNc2nc(NCc3ccccc3)c3sccc3n2)cc1	i	1.9
C=C1CCN([C@@H](Cc2ccccc2)C(=O)Nc2ccc(OC)cc2)S(=O)(=O)c2ccccc21	i	2.1
Cc1ccc(C(O)c2ncc(-c3ccccc3Cl)[nH]2)cc1F (stereo not given)	i	1.0
Cc1cc(Cn2nc(-c3ccccc3)cc2C(=O)NCc2cccc(C(F)(F)F)c2)on1	i	0.9
Cc1ccc2cc(F)ccc2n1	i	1.6
CCCCCN(C(=O)CCC(=O)OCc1ccccc1F)c1c(N)n(CCCC)c(=O)[nH]c1=O	i	0.5
CCC(C)(C)C1CCc2[nH]nc(C(=O)O)c2C1 (stereo not given)	i	1.3

Single records, as listed above. Screens in order: Myeloid diff 2	Myeloid diff 2 GFP+ MAC1+ %
CCCCCN(C(=O)CCC(=O)OCc1ccccc1F)c1c(N)n(CCCC)c(=O)[nH]c1=O across the screens: i	0.5
Cc1ccc2cc(F)ccc2n1 across the screens: i	1.6
Nc1ccc2c(c1)C(=Cc1cccnc1)c1ccccc1-2 across the screens: i	0.6
C=C1CCN([C@@H](Cc2ccccc2)C(=O)Nc2ccc(OC)cc2)S(=O)(=O)c2ccccc21 across the screens: i	2.1
O=C(Cn1cnc2c(OCc3ccccc3)ncnc21)NCCCN1CCCC1=O across the screens: i	0.2

Continuation.
SMILES	Myeloid diff 2	Myeloid diff 2 GFP+ MAC1+ %
O=C(Nc1cccc(OC(F)(F)F)c1)C1Cc2c(-c3ccc(Cl)cc3)ccnc2O1 (stereo not given)	i	0.7
Cc1ccc(F)cc1C(=O)N1CCCCC1c1cc(C(=O)NC(C)C)no1 (stereo not given)	i	1.4
O=C(CC1Sc2ccccc2NC1=O)NNc1ccc(Cl)c(Cl)c1 (stereo not given)	i	0.7
CCNC(=O)C1(C)CCCN(C(=O)c2c(C)noc2C)C1 (stereo not given)	i	0.9
C[C@H](CO)N1C[C@H](C)[C@H](CN(C)S(=O)(=O)c2cccs2)OCc2cnnn2CCCC1=O	i	0.7
O=C(CSc1nc2nn(-c3ccccc3)c(=O)c-2c2n1CCCCC2)Nc1cccc(F)c1	i	0.4
CCCN(C(=O)CCNC(=O)c1ccc(Cl)cc1)c1c(N)n(Cc2ccccc2)c(=O)[nH]c1=O	i	0.3
Cc1ccc(S(=O)(=O)N2CCN(C(=O)COC(=O)C3CCC3)CC2)c(C)c1	i	0.7
CCOC1=C2[C@@H](CN(S(=O)(=O)c3ccc(C)cc3)[C@H]2c2cccc3ccccc23)[C@H]2C(=O)N(CC)C(=O)[C@H]2C1	i	0.6
Cc1ccc(C)c(OCCC(=O)OCC(=O)c2ccc3c(c2)NC(=O)CO3)c1	i	0.9
CC(C)n1cnc2c(NCc3ccccc3)cc(N[C@H](C)CO)cc21	u	x
COc1ccc(CN2C(=O)CSCC2(C)C(=O)Nc2c(C)cccc2C)cc1 (stereo not given)	i	1.7
CCC/C=C1/CCCOC(C(=O)NCCNCCO)(C(F)(F)F)C1 (stereo not given)	i	1.4
COc1ccc(-c2n[nH]nc2C2=CC(=O)CC(C)(C)C2)cc1	i	0.8
CC(C)(C)OC(=O)C[C@H]1C/C=C\C[C@@H](CC(=O)N[C@@H](CO)Cc2ccccc2)C(=O)NC[C@H](c2ccccc2)OC1=O	i	1.2
CC(C)CC(=O)[C@@H](O)Cc1ccc(O)cc1	i	0.6
CC(C)(C)NC(=O)C1C(c2ccccc2)=Nc2ccccc2N1C(=O)c1ccc(C(F)(F)F)cc1 (stereo not given)	i	3.9
O=C(Cc1cccc(NC(=O)C2CCN(S(=O)(=O)c3cccc([N+](=O)[O-])c3)CC2)c1)Nc1cccc(C(=O)N2CCCCC2)c1	i	0.3
